VLA-4 inh – inhibition in a human VLA-4 binding assay | P13612 | VLA-4 expressing cells, ligand binding flow cytometry | inhibition, % (about 7 µM as worked out from the volumes in the protocol) | 0.2% of 330,000 active | AID 2557; in the data active means inhibition above about 50%
GRK2 aptamer HTS – human GRK2 inhibition via aptamer displacement | AID 488847 | inhibition of aptamer binding, % at 10 µM | 0.59% of 330,000 active | bead flow cytometry, FAM-aptamer displacement from GRK2;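 active means inhibition of aptamer binding above 40%, roughly 3 SD of noise, on plates passing a quality check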;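 further: median bead fluorescence of bound FAM aptamer so fluorescent compounds give negative values; no value below 0 was filed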
Target sequence (P25098 whole entry, looked up): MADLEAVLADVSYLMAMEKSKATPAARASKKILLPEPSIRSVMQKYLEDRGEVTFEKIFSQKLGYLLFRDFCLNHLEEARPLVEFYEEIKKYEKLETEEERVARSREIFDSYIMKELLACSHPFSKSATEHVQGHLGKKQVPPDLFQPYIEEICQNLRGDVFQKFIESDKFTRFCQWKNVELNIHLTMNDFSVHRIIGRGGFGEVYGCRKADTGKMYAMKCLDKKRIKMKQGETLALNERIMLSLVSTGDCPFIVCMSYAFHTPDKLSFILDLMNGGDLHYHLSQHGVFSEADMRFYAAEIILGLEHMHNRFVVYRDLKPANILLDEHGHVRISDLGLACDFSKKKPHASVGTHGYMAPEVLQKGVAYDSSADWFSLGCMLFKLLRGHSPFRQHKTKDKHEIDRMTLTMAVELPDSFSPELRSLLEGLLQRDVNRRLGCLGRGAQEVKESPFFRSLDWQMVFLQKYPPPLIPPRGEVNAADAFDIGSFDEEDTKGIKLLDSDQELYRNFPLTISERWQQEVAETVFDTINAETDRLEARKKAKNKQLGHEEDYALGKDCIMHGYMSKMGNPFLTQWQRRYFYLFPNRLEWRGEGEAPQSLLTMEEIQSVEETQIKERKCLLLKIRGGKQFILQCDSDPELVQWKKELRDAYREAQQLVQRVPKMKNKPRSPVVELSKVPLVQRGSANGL
AGP1-GFP MLPCN – alters AGP1-GFP fluorescence in TOR pathway yeast screen; S. cerevisiae AGP1-GFP multiplex flow cytometry, 3 h; GFP as percent of DMSO wells; GFP response vs DMSO, % at 10 µM; 0.02% of 320,000 active; AID 2066;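 active means GFP response relative to DMSO above a set limit, near screen average plus 3 SD, cut at about 150% in these data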;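 further: median GFP channel fluorescence of the gated AGP1 strain per well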
CR mimetic SO – lowers age-related superoxide in aged yeast cells; S. cerevisiae aged cells, superoxide DHE fluorescence; stronger effect = lower value; superoxide response (% of plate mean), % at 10 µM; 0.18% of 330,000 active; AID 2690;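 active means superoxide response under a set limit, about three screen SD below normal, cut at about 65% in these data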;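 further: yeast aged for seven days with compound at 30 °C before DHE staining; 100% = average MFI of all compound-treated wells on the plate with controls excluded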
CIT2 TOR yeast – modulators of TOR pathway CIT2-GFP in S. cerevisiae; 0.065% of 320,000 active; GFP response vs DMSO, % at 10 µM; S. cerevisiae CIT2-GFP strain, flow cytometry, 3 h; 100 means same as DMSO wells;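 active means GFP response relative to DMSO above a set limit, near the screen mean plus 3 SD, cut at about 150% in these data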;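 further: ratio of well median GFP fluorescence to mean of DMSO wells on the plate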
LAP4-GFP MLPCN – modulators of TOR pathway LAP4-GFP in S. cerevisiae; 0.34% of 320,000 active; AID 2023; GFP response vs DMSO, % at 10 µM; S. cerevisiae LAP4-GFP multiplex, flow cytometry GFP, 3 h; median GFP as percent of DMSO wells;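 active means GFP response vs DMSO above a set limit, about the screen mean plus 3 SD, cut at about 150% in these data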
MEP2 TOR yeast – yeast TOR pathway MEP2-GFP modulation. S. cerevisiae MEP2-GFP strain, flow cytometry GFP, 3 h; 100% = DMSO control level. GFP response vs DMSO, % at 10 µM. 0.51% of 330,000 active. AID 2016;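 active means GFP response versus DMSO above a set limit, roughly screen mean plus 3 SD, cut at about 180% in these data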;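 further: median GFP fluorescence of the barcode-gated MEP2-GFP cells per well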
RPL19A TOR yeast – alters RPL19A-GFP fluorescence in TOR pathway yeast screen; S. cerevisiae RPL19A-GFP strain, flow cytometry, 3 h; stronger effect = lower value; percent response vs DMSO, % at 10 µM; 0.3% of 330,000 active; AID 2025;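 active means percent response vs DMSO below 50%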;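 further: median channel GFP fluorescence of the barcoded RPL19A-GFP strain; ratio of sample median GFP to plate DMSO average so 100% = DMSO; lower means less RPL19A-GFP as with rapamycin TOR inhibition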
* = called active by the depositor; x = not tested or not shown. Outcome played no part in choosing rows. About 1.7% of those tested had a hit in this group.

Preview (seven entries):
SMILES | VLA-4 inh | GRK2 aptamer HTS | AGP1-GFP MLPCN | CR mimetic SO | CIT2 TOR yeast | LAP4-GFP MLPCN | MEP2 TOR yeast | RPL19A TOR yeast
CCCCCc1ccc(CC(=O)N2CCOCC2)cc1 | 13 | 0 | 96 | 97 | 99 | 87 | 101 | 103
COc1cc2c(C(=O)NCCN(C)C)cn(CC(C)C)c(=O)c2cc1OC | 0 | 3 | 100 | 107 | 99 | 96 | 98 | 95
Cc1nn(-c2cccc(Cl)c2)c(Cl)c1/C=N/NC(=O)c1cccs1 | 14 | 0 | 104 | 96 | 102 | 88 | 101 | 105
CC(C)Nc1cc(N2CCCC2)ccc1[N+](=O)[O-] | -3 | 0 | 97 | 91 | 97 | 111 | 98 | 94
Cc1cc(OCc2cc(C(=O)NCCN3CCCCC3CO)no2)cc(C)c1Cl (stereo not drawn) | 10 | 2 | 105 | 91 | 101 | 101 | 106 | 106
O=C1CCC(=O)N1c1ccccc1-c1ccccc1 | 8 | 0 | 98 | 91 | 102 | 99 | 103 | 96
Cc1ccc(S(=O)(=O)N2CCN(c3cnn(C)c(=O)c3Cl)CC2)cc1 | -1 | 1 | 103 | 94 | 94 | 102 | 106 | 99

The list itself, from the start:
SMILES | VLA-4 inh | GRK2 aptamer HTS | AGP1-GFP MLPCN | CR mimetic SO | CIT2 TOR yeast | LAP4-GFP MLPCN | MEP2 TOR yeast | RPL19A TOR yeast
CCCCCc1ccc(CC(=O)N2CCOCC2)cc1 | 13 | 0 | 96 | 97 | 99 | 87 | 101 | 103
COc1cc2c(C(=O)NCCN(C)C)cn(CC(C)C)c(=O)c2cc1OC | 0 | 3 | 100 | 107 | 99 | 96 | 98 | 95
Cc1nn(-c2cccc(Cl)c2)c(Cl)c1/C=N/NC(=O)c1cccs1 | 14 | 0 | 104 | 96 | 102 | 88 | 101 | 105
CC(C)Nc1cc(N2CCCC2)ccc1[N+](=O)[O-] | -3 | 0 | 97 | 91 | 97 | 111 | 98 | 94
Cc1cc(OCc2cc(C(=O)NCCN3CCCCC3CO)no2)cc(C)c1Cl (stereo not drawn) | 10 | 2 | 105 | 91 | 101 | 101 | 106 | 106
O=C1CCC(=O)N1c1ccccc1-c1ccccc1 | 8 | 0 | 98 | 91 | 102 | 99 | 103 | 96
Cc1ccc(S(=O)(=O)N2CCN(c3cnn(C)c(=O)c3Cl)CC2)cc1 | -1 | 1 | 103 | 94 | 94 | 102 | 106 | 99
CC1=NN(c2ccc(C(=O)O)cc2)C(=O)/C1=C/c1ccc(-c2ccccc2F)o1 | 7 | 0 | 99 | 99 | 81 | x | 97 | 94
CCc1nc(C)c(-c2ccccc2)c(=O)[nH]1 | 14 | 2 | 99 | 85 | 98 | 96 | 103 | 98
Nc1ccc(-c2nc3ccc(N)cc3[nH]2)cc1 | 29 | 0 | 106 | 84 | 100 | 108 | 96 | 97
CN(C)/C=C1\N=C(c2ccc3c(c2)OCO3)OC1=O | 15 | 0 | x | 114 | 90 | 104 | 97 | 96
NC(=O)NCc1cccnc1 | 4 | 0 | 108 | 90 | 106 | 100 | 99 | 99
CCC(C(=O)OC)n1cnc2c(oc3ccccc32)c1=O (stereo not drawn) | 2 | 0 | 101 | 105 | 97 | 96 | 97 | 98
CCNc1nc(NCC)n2c(SCC(=O)Nc3ccccc3Cl)nnc2n1 | 3 | 0 | 102 | 100 | 100 | 98 | 100 | 94
O=C(CCn1c(=O)sc2ccccc21)NCc1ccc2c(c1)OCO2 | 7 | 2 | 103 | 87 | 102 | 94 | 104 | 99
O=C(NCc1ccccc1)N1CCCC1 | -15 | 0 | 104 | 102 | 102 | 94 | 102 | 100
CCCCNC(=O)c1ccc(/C=C2\Oc3ccccc3N(C)C2=O)cc1 | -18 | 0 | 97 | 88 | 87 | 98 | 103 | 98
O=C(COC(=O)c1cncc(Br)c1)NCc1cccs1 | -6 | 3 | 109 | 100 | 106 | 107 | 101 | 98
COc1ccc(S(=O)(=O)N2CCC(C(=O)N3CCCC3)CC2)cc1Cl | 2 | 0 | x | 84 | 88 | 92 | 94 | 90
COc1ccc2nccc(C(N)=O)c2c1 | 4 | 5 | 99 | 97 | 94 | 107 | 97 | 95
COc1cc(NC(=O)C2CCN(c3cnccn3)CC2)cc(OC)c1OC | -1 | 0 | 105 | 91 | 108 | 102 | 106 | 102
CCOC(=O)C(NC(=O)CC)(Nc1nc2c(s1)CCCC2)C(F)(F)F (stereo not drawn) | -6 | 2 | 102 | 107 | 103 | 109 | 103 | 99
CCCn1cc(SCC(=O)NCc2ccco2)c2ccccc21 | -6 | 0 | 104 | 100 | 100 | 106 | 106 | 96
CCSC1=N/C(=C\c2ccccc2)C(=O)N1 | 9 | 0 | 87 | 84 | 95 | 105 | 101 | 102
CCN(CC)S(=O)(=O)c1ccc(C(=O)OCC(=O)N2CCOCC2)cc1 | 19 | 0 | 94 | 117 | 94 | 90 | 102 | 104
The listing continues.
SMILES | VLA-4 inh | GRK2 aptamer HTS | AGP1-GFP MLPCN | CR mimetic SO | CIT2 TOR yeast | LAP4-GFP MLPCN | MEP2 TOR yeast | RPL19A TOR yeast
Nc1nonc1-n1nnc(C(=O)N/N=C/c2ccncc2)c1-c1cccs1 | 2 | 2 | 105 | 88 | 104 | 101 | 109 | 99
N=c1c2c(ncn1CCN1CCOCC1)Oc1cc(O)ccc1C2c1ccccc1 (stereo not drawn) | 7 | 0 | 103 | 107 | 102 | 109 | 93 | 93
CCOC(=O)c1sc(=N)n(-c2ccc(OC)cc2)c1C | 14 | 0 | 86 | 85 | 76 | 98 | 94 | 95
N#CC1(NC(=O)COC(=O)c2ncc(Cl)c(Cl)c2Cl)CCCCC1 | -1 | 0 | 93 | 113 | 81 | 96 | 94 | 86
O=C(N/N=C/c1ccc([N+](=O)[O-])o1)C(=O)Nc1ccc(C(=O)O)cc1 | -9 | 5 | 103 | 106 | 105 | 103 | 101 | 97
O=C(Nc1ccccc1C(=O)N1CCCC1)C1CCN(c2ncccn2)CC1 | 7 | 0 | 99 | 105 | 100 | 102 | 105 | 101
O=C(NCc1cccnc1)/C(=C\c1ccc(-c2ccc(Br)cc2)o1)S(=O)(=O)c1ccccc1 | 37 | 0 | 79 | 68 | 74 | 120 | 92 | 96
O=C(COC(=O)c1ccc(Br)o1)NCc1ccccc1Cl | 2 | 1 | 99 | 88 | 89 | 97 | 96 | 97
Fc1cccc(-c2c(-c3ccccc3)ncc3cc(F)ccc23)c1 | 3 | 0 | 95 | 103 | 94 | 95 | 85 | 94
CCOC(=O)C1=NN(C(=O)c2ccc(OC)cc2)C(O)(c2ccc(Cl)cc2)C1 (stereo not drawn) | -11 | 0 | 90 | 80 | 95 | 93 | 90 | 99
Cc1ccccc1N1CCN(Cc2cccc(C(=O)O)c2)CC1 | -1 | 0 | 104 | 106 | 95 | 99 | 101 | 102
O=C(CNC(=O)c1ccc(OC(F)F)cc1)Nc1cccc(S(=O)(=O)N2CCCC2)c1 | -4 | 1 | 104 | 95 | 103 | 102 | 106 | 105
Cc1cc(C)cc(OCc2nnc(SCC(=O)NC3CC3)n2C)c1 | 0 | 0 | 97 | 99 | 89 | 105 | 104 | 97
Cc1ccc(SCCNC(=S)Nc2cc(C)cc(C)c2)cc1 | -9 | 1 | 95 | 96 | 94 | 105 | 98 | 98
O=C(Nc1c(Cl)cc(Cl)cc1C(=O)NCCN1CCOCC1)c1ccc(Cl)cc1Cl | 7 | 2 | 106 | 88 | 108 | 101 | 95 | 104
O=C(Nc1ccc(N2CCN(C(=O)c3ccccc3)CC2)cc1)c1cc([N+](=O)[O-])ccc1N1CCOCC1 | -8 | 1 | 104 | 95 | 109 | 103 | 104 | 105
O=c1c2[nH]c3cccc(Cl)c3c2ncn1Cc1ccco1 | -1 | 0 | 101 | 82 | 104 | 100 | 97 | 97
Cn1c(NC(=O)c2ccccc2)c(-c2ccccn2)c(=O)c2ccccc21 | -2 | 0 | 97 | 83 | 104 | 101 | 97 | 98
COc1ccccc1-c1noc(-c2ccccc2C(=O)Nc2cccnc2)n1 | 25 | 1 | x | 106 | 102 | 109 | 108 | 102
COCCn1c(SCC(=O)NCCCN2CCCC2=O)nc2ccccc2c1=O | 0 | 0 | 105 | 110 | 90 | 114 | 104 | 98
CCCn1c(SCC(=O)N2CCCCC2)nnc1-c1ccco1 | -10 | 4 | 105 | 95 | 106 | 98 | 99 | 102
CCC(C)Oc1ccc(C(=O)Nc2ccc(CN3CCOCC3)cc2)cc1 (stereo not drawn) | 8 | 0 | 88 | 97 | 100 | 87 | 96 | 87
COc1cc(/C=C\C(=O)OCn2nnc3ccccc3c2=O)cc(OC)c1OC | -19 | 2 | 91 | 89 | 99 | 115 | 92 | 102
CC(=O)CC(=O)NC1C2CC3CC(C2)CC1C3 (stereo not drawn) | 14 | 0 | 110 | 99 | 97 | 95 | 97 | 103
COc1ccc(Cc2nnc(NC(=O)c3ccco3)s2)cc1 | 14 | 2 | x | 99 | 99 | 105 | 95 | 101
(more compounds)
SMILES | VLA-4 inh | GRK2 aptamer HTS | AGP1-GFP MLPCN | CR mimetic SO | CIT2 TOR yeast | LAP4-GFP MLPCN | MEP2 TOR yeast | RPL19A TOR yeast
CCOc1ncccc1C(=O)OCc1nnc(-c2ccccc2)o1 | 7 | 3 | 90 | 99 | 87 | 105 | 103 | 96
Cc1ccc(CC2CC(=O)N(c3cc(Cl)ccn3)C2=O)cc1 (stereo not drawn) | -3 | 0 | x | 70 | x | x | 87 | 95
COc1cc(NC(=O)C2CCN(S(=O)(=O)c3ccc(N4CCCC4=O)cc3)CC2)cc(OC)c1 | -3 | 0 | 106 | 104 | 110 | 93 | 110 | 104
Cc1ccc(-c2csc(N3CCN(CCCn4c(-c5ccncc5)nc5ccccc54)CC3)n2)cc1 | -6 | 0 | 87 | 97 | 82 | 119 | 92 | 96
Cc1cccc(NC(=O)CS(=O)(=O)c2cn(C)c3ccccc23)c1C | 6 | 0 | 105 | 124 | 102 | 95 | 98 | 99
CCOC(=O)N1CCN(Cc2nc3c(c(=O)[nH]c(=O)n3C)n2Cc2cc(C)ccc2C)CC1 | 4 | 0 | 95 | 106 | 94 | 99 | 100 | 96
COc1cc(C(=O)Nn2c(C)nc3ccccc3c2=O)cc(OC)c1OC | -1 | 2 | 82 | 99 | 92 | 93 | 95 | 95
Cc1ccc(CNC(=O)c2ccc3c(c2)S(=O)(=O)c2ccccc2C3=O)o1 | 4 | 7 | 96 | 111 | 102 | 112 | 94 | 103
Cc1ccc(C(=O)N/C(=C/c2ccc(F)cc2)C(=O)NCc2ccncc2)cc1 | 0 | 0 | 94 | 90 | 99 | 87 | 98 | 102
O=C(Nc1ccc(S(=O)(=O)N2CCOCC2)cc1)c1ccc(S(=O)(=O)N2CCOCC2)cc1 | 12 | 0 | 99 | 82 | 93 | 99 | 105 | 97

Some of these compounds in order of length of the SMILES, ascending.
SMILES | VLA-4 inh | GRK2 aptamer HTS | AGP1-GFP MLPCN | CR mimetic SO | CIT2 TOR yeast | LAP4-GFP MLPCN | MEP2 TOR yeast | RPL19A TOR yeast
Cc1ccc(C(=O)N/C(=C/c2ccc(F)cc2)C(=O)NCc2ccncc2)cc1 | 0 | 0 | 94 | 90 | 99 | 87 | 98 | 102
Cc1ccc(-c2csc(N3CCN(CCCn4c(-c5ccncc5)nc5ccccc54)CC3)n2)cc1 | -6 | 0 | 87 | 97 | 82 | 119 | 92 | 96
O=C(Nc1ccc(S(=O)(=O)N2CCOCC2)cc1)c1ccc(S(=O)(=O)N2CCOCC2)cc1 | 12 | 0 | 99 | 82 | 93 | 99 | 105 | 97

Bioassay records (PubChem)
